Screening results from PubChem.
697 NFkB inh = lowers PMA/ionomycin-induced NF-kB signal in 697 B cells; hit rate 0.33% among 330,000; 697 B-cell NF-kB luciferase reporter, 16 h; inhibition, % at 4 µM; in the data active = inhibition above about 35%
Jurkat NFkB inh = inhibitors of the PMA/ionomycin-induced NF-kB reporter in Jurkat cells; PMA/ionomycin-induced NF-kB luciferase reporter, luminescence; inhibition, % at 4 µM; hit rate 0.53% among 330,000; AID 435003; in the data active = inhibition above about 50%
tim23-1 inh = tim23-1 yeast growth inhibition; AID 463212; S. cerevisiae tim23-1 growth, BacTiter-Glo luminescence, 24 h; hit rate 1.3% among 330,000; inhibition, % at 20 µM;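 active = growth inhibition of the mutant yeast at or above 50%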;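 also: temperature-sensitive mutant grown at 25 °C; plate controls were DMSO-treated mutant yeast for no effect and medium wells lacking yeast for full effect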
UPR XBP1 act = activators of adaptive arm of unfolded protein response (XBP1) | CHO-XBP1 luciferase reporter, IRE1-XBP1 UPR activation, luminescence; percent of tunicamycin response, DMSO as zero | activation, % at 20 µM | hit rate 0.33% among 330,000 | AID 463104;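 active = versus positive control, 20 µM dose yields 30% or more activation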;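 also: 100% = tunicamycin at 10 µg/mL and 0% = DMSO only wells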
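Material: IRE1-XBP1 luciferase reporter CHO line / Quantity: one thousand reporter cells per well / Buffer or medium: F12 with 10% serum / Compound: 20 µM single concentration, DMSO 1% / Times: 6 h treatment, 37 °C / Detection: Steady-Glo luciferase glow luminescence, 10 min after reagent addition / Benchmarks: tunicamycin high, DMSO low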
Mdm2 MdmX PPI = inhibitors of human Mdm2/MdmX interaction; hit rate 3% among 330,000; inhibition, % at 8 µM; AID 485346; SaOS-2 split-luciferase Mdm2/MdmX complementation, luminescence;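 active = inhibition of at least 50% at 8 µM in the primary screen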
Target sequence (O15151 whole entry, looked up): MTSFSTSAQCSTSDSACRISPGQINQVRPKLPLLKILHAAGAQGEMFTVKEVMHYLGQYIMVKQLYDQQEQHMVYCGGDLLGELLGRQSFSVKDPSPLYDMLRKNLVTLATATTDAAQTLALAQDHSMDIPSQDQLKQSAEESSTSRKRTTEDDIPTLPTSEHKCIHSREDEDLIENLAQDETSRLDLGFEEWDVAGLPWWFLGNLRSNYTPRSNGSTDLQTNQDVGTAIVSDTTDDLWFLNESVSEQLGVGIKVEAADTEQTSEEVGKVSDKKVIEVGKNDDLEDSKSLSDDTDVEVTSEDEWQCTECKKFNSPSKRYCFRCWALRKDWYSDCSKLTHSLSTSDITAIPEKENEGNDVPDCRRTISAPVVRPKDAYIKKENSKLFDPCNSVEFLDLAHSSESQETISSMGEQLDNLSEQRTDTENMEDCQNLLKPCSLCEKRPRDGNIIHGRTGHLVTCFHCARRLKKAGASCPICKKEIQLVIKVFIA
Target sequence (Q00987 whole entry, looked up): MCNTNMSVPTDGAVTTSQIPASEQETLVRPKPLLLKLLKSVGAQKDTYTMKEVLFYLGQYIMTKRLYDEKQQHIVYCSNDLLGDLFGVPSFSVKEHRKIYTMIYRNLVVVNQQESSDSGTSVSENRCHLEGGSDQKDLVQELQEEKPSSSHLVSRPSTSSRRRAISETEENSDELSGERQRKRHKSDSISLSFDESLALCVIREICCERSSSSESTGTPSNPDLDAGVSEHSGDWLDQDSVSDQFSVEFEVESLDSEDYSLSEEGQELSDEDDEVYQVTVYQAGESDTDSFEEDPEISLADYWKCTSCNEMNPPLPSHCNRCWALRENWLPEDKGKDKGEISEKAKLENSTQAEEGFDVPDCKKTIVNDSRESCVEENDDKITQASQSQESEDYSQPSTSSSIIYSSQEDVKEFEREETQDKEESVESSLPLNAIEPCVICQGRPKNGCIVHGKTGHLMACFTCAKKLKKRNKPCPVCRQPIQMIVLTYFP
TIM10 inh = inhibits growth of TIM10 yeast strain. S. cerevisiae TIM10 strain growth, BacTiter-Glo luminescence, 24 h. inhibition, % at 10 µM. hit rate 1.4% among 330,000. AID 463195;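 active = inhibition of 40% or more at the single tested concentration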;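 also: wild-type TIM10 isogenic control strain grown at permissive 25 °C; 0% = DMSO yeast wells and 100% = minimal medium wells without yeast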
tim10-1 inh = inhibits growth of tim10-1 mutant yeast; S. cerevisiae tim10-1 ts strain growth, BacTiter-Glo, 24 h; inhibition, % at 20 µM; hit rate 2.2% among 330,000; AID 463190;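 active = inhibition of at least 40%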;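 also: mutant grown at 25 °C; 0% = DMSO wells with yeast and 100% = wells holding no yeast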
CHOP UPR activ = apoptotic UPR (CHOP) activation | activation, % at 10 µM | hit rate 0.34% among 330,000 | CHO-CHOP luciferase reporter, luminescence; percent of tunicamycin response over DMSO baseline | AID 449763;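 active = at 10 µM dose, activation of 40% or more, normalized to positive control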;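 also: 100% = tunicamycin at 10 µg/mL and 0% = DMSO alone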
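assay system = CHO CHOP reporter cells | amount = 500 CHO-CHOP cells per well | buffer or medium = F12 with 10% FBS | incubation = 16-18 h cell attachment, then 6 h compound exposure, 37 °C | detection = luminescence read with Steady-Glo | read-out = percent activation relative to tunicamycin control | controls = tunicamycin high control, DMSO low control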
Starred values were filed as active, the others as inactive. An unsorted share of the library; about 6.6% have a hit in one of these screens.

Value order – Jurkat NFkB inh	697 NFkB inh	UPR XBP1 act	TIM10 inh	Mdm2 MdmX PPI	CHOP UPR activ	tim10-1 inh	tim23-1 inh
CCc1ccc(N(CC(=O)NC2CCCC2)C(=O)CCC(=O)Nc2cc(C)on2)cc1
  13	-1	-1	15	-8	-1.6	6	4
CCCOc1ccc(C2NC(=O)NC2=O)cc1 (centres undefined)
  -11	-22	-5	10	-1	0.3	-7	-2
COc1ccc(-c2nn(-c3ccccc3)cc2/C=C/C(=O)N2CCOCC2)cc1OC
  0	27	3	9	16	-1.2	26	5
CCOC(=O)N1CCN(C(=O)/C(=C/c2cccs2)NC(=O)c2cccs2)CC1
  8	14	-1	3	10	0.1	10	10
COc1ccc(-c2cc(N3C(=O)Nc4ccccc4N3O)n[nH]2)cc1
  5	8	-3	1	22	1.3	3	-3
Cc1[nH]c2ccccc2c1C(=O)COC(=O)C1CC(=O)N(Cc2ccccc2)C1 (centres undefined)
  6	8	0	-8	1	-1.2	-7	4
Cc1cccc(Cn2c(=O)n(-c3ccc(CC(=O)NCc4ccco4)cc3)c(=O)c3sccc32)c1
  25	-27	-2	11	6	-0.7	9	8
O=c1nc2ccc(Cl)cn2c2ccc(S(=O)(=O)N3CCCCC3)cc12
  3	0	6	-2	1	-1.4	0	-7
CCc1ccccc1NC(=O)c1cc(S(=O)(=O)N2CCc3ccccc32)cn1C
  8	5	-2	-5	20	1.4	1	5
O=C(NCC1CCN(C(=O)c2ccc([N+](=O)[O-])cc2)CC1)c1ccc([N+](=O)[O-])cc1
  20	9	1	-7	2	1.1	6	-5
CSCc1cc(N2CCCC2)nc(-c2ccccc2)n1
  0	12	-2	12	6	0.4	27	16
Cc1ccc(NC(=O)c2ccco2)c(NC(=O)c2ccccc2)c1
  13	13	-4	1	-2	2.4	32	23
Cn1nc(C(C)(C)C)c([N+](=O)[O-])c1C(=O)Nc1cccc2ccccc12
  13	12	3	24	9	-0.2	11	33
CCCOc1cccc(C(=O)Nc2nnn(CCC)n2)c1
  -23	-28	1	9	-18	3.0	2	22
COc1ccc(/C=C/C(=O)c2ccc(NC(=O)c3cccs3)cc2)cc1OC
  -42	-44	2	27	-5	3.1	36	31
Cc1ccc(NC(=O)c2c([N+](=O)[O-])c(C(C)(C)C)nn2C)cc1
  -8	1	0	24	-8	1.2	22	28
COc1ccc(OC)c(-c2csc(NC(=O)c3ccccc3F)n2)c1
  3	14	-4	-8	28	3.1	4	7
COc1cc(/C=C2/SC(=O)NC2=O)ccc1OCc1ccccc1
  -5	-66	0	4	6	1.5	17	16
COc1ccc(Nc2nc(N3CCCC3)nc(N3CCOCC3)n2)cc1
  -15	19	2	0	7	-2.8	13	19
Nc1ccccc1C(=O)N/N=C1\C2CN3CCN(C2)CC1(c1ccccc1)C3
  -5	6	0	-10	7	1.4	11	14
Cc1cc(S(=O)(=O)N2CCCC2)ccc1OCC(=O)N1CCCCC1
  -20	1	-3	11	-12	1.8	15	15
O=C(COc1ccccc1)Nc1ccncc1Cl
  -21	-1	1	3	25	4.0	5	10
Brc1ccc(-c2nnc(-c3ccccc3)c(N3CCSCC3)n2)cc1
  -49	-86	1	29	-29	3.2	15	19
COc1ccc2c(C(=O)CCl)c[nH]c2c1
  27	19	-5	43*	57*	238*	21	53*
COc1ccc(Cl)cc1C(=O)NCC(c1ccco1)N1CCCC1 (centres undefined)
  1	4	-1	-5	13	-0.4	11	7
C[C@@H]1[C@H](O)C[C@@]23COC(=O)C2=CCCC3[C@@]1(C)CCC1COC(=O)C1 (some centres undefined)
  -1	16	-1	2	-6	-1.2	-22	-5
CCC(c1nnnn1Cc1ccco1)N(CCN1CCOCC1)Cc1cc2cc(C)ccc2[nH]c1=O (centres undefined)
  -5	8	-3	-1	3	-1.5	6	-7
O=C(Cn1cc(C(=O)C(F)(F)F)c2ccccc21)N1CCOCC1
  -16	-23	1	4	8	-0.6	7	3
O=C(NCc1cccs1)c1cc(S(=O)(=O)N2CCCCC2)ccc1Cl
  8	7	-5	12	-16	2.1	21	9
CN1CCCN(C(=O)CC(c2ccccc2)c2ccccc2)CC1
  -2	7	-1	-5	-1	-0.6	-5	-38
CCc1ccccc1NS(=O)(=O)c1ccc(SC)cc1
  6	-5	-2	-3	17	-2.1	25	6
OC1(Cc2cc(-c3ccccc3)no2)CCN(CCCc2ccccc2)CC1
  0	-11	-2	-4	19	3.2	22	14
CCSc1nnc(NC(=O)CSc2sc3c(O)cc(=O)[nH]c3c2C#N)s1
  -10	-17	1	-1	1	2.5	-11	-5
COc1cc(C(=O)NCC(c2cccnc2)N2CCN(c3ccc(F)cc3)CC2)cc(OC)c1OC (centres undefined)
  6	2	1	0	17	-0.8	10	1
Cc1cc(C)cc(NC(=S)N2CCN(c3ccccn3)CC2)c1
  -5	-11	-9	20	25	-0.5	31	21
CC1CCN(CCn2c(=S)[nH]c3ccccc3c2=O)CC1
  -13	-20	-2	-4	4	-1.4	-7	1
Cc1noc(C)c1COc1ccc(C(=O)N2CCN(S(=O)(=O)c3cccc(F)c3)CC2)cc1
  7	18	-5	18	15	-1.9	4	4
Cc1cc(Cl)c(S(=O)(=O)N2CCN(c3ccccn3)CC2)cc1OCC(=O)NC1CCCCC1
  3	-24	2	15	31	0.2	19	20
O=C(Nc1cccnc1)c1cc(F)c(F)cc1Cl
  10	20	-4	-9	21	-1.2	8	3
Cc1ccc(C(=O)CSc2n[nH]c(C)n2)cc1
  -25	31	1	1	10	4.1	18	15
Cc1cc(C)[n+](Cc2ccccc2)cc1C(N)=O
  -2	5	0	-10	0	-0.9	-14	-7
Cc1cc(NC(=O)Cn2ccsc2=N)c([N+](=O)[O-])cc1C
  2	13	0	9	-22	0.9	-17	8
Cc1cc(C)c2c(N)c(C(=O)NN3CC(=O)N(c4ccccc4)CC3=O)sc2n1
  1	11	0	-5	0	2.6	-13	-3
N#Cc1nc(Cc2ccccc2)oc1N1CCCC1
  -6	-19	2	9	-21	3.5	10	10
C[C@H](CO)N1C[C@H](C)[C@@H](CN(C)S(C)(=O)=O)Oc2ccc(N(C)C)cc2C1=O
  3	10	-1	0	1	-0.3	-3	-1
CCOc1ccc(Br)cc1S(=O)(=O)Nc1ccc(C(=O)Nc2ccc(C)cc2)cc1
  -7	19	-3	12	29	0.0	9	2
COC(=O)NC1CSCC1OC(=O)c1ccc(Br)cc1 (centres undefined)
  2	-2	-3	-1	9	-3.5	21	20
Cc1nc(NC(C)(C)CO)c([N+](=O)[O-])cc1[N+](=O)[O-]
  -1	2	-2	11	-11	0.9	12	0
O=[N+]([O-])c1ccccc1S(=O)(=O)Nc1ccc(-c2ccc(N3CCCC3)nn2)cc1
  -13	-16	1	15	-4	2.1	22	24
CC1(c2ccccc2)NC(=O)N(CCN2C(=O)c3ccccc3C2=O)C1=O (centres undefined)
  6	7	-1	12	-1	1.5	14	8
O=C1CSC(=S)N1Cc1cccnc1
  -8	-17	-5	11	94*	-0.7	17	-11
Cn1c2ccccc2c2nnc(N/N=C/c3ccc(O)cc3)nc21
  1	11	-2	2	-3	0.2	0	-11
Cc1ccccc1C(=O)N1CCN(c2ccc(NC(=O)CSc3ccc(Cl)cc3)cc2)CC1
  2	-62	-7	-2	61*	2.5	-4	20
O=C(Nc1nc(-c2ccc(F)cc2)cs1)C1CCN(C(=O)c2ccc(F)cc2)CC1
  36	-34	2	18	27	9.5	33	29
Cn1c(N)c(C(=O)NCc2ccccc2Cl)sc1=S
  4	-11	1	9	19	-1.6	9	22
COc1ccc(C(=O)O)cc1S(=O)(=O)NC1CCN(Cc2ccccc2)CC1
  19	10	-1	-9	2	0.6	6	7
CC(C)CC(=O)Nc1c2c(nn1-c1ccc(F)cc1)CSC2
  -11	-11	-1	-6	6	-1.0	12	-2
NNC(=O)Cn1nnc(-c2ccc(C(F)(F)F)cc2)n1
  -17	5	-1	13	-13	-0.3	10	15
COc1ccc(C(=O)NCc2ccccc2CN2CCCC2)cc1S(=O)(=O)Nc1ccc(C)cc1
  -12	-9	2	-1	0	0.5	-2	4
CCOc1ccc2c(c1)c(=O)c(S(=O)(=O)c1ccc(C)cc1)cn2CC
  -7	1	-5	12	6	0.1	-4	10

Copied from the list:
Result of Cc1cc(NC(=O)Cn2ccsc2=N)c([N+](=O)[O-])cc1C under TIM10 inh: 9
Result of Cc1cc(C)c2c(N)c(C(=O)NN3CC(=O)N(c4ccccc4)CC3=O)sc2n1 under TIM10 inh: -5
Result of NNC(=O)Cn1nnc(-c2ccc(C(F)(F)F)cc2)n1 under Mdm2 MdmX PPI: -13
Result of Cc1cc(C)[n+](Cc2ccccc2)cc1C(N)=O under tim10-1 inh: -14

An excerpt from above with just Mdm2 MdmX PPI.
molecule,Mdm2 MdmX PPI
Cc1nc(NC(C)(C)CO)c([N+](=O)[O-])cc1[N+](=O)[O-],-11
O=[N+]([O-])c1ccccc1S(=O)(=O)Nc1ccc(-c2ccc(N3CCCC3)nn2)cc1,-4
CC1(c2ccccc2)NC(=O)N(CCN2C(=O)c3ccccc3C2=O)C1=O (centres undefined),-1
O=C1CSC(=S)N1Cc1cccnc1,94*

Continued:
Value order – Jurkat NFkB inh	697 NFkB inh	UPR XBP1 act	TIM10 inh	Mdm2 MdmX PPI	CHOP UPR activ	tim10-1 inh	tim23-1 inh
Cc1cc(NC(=O)CSC2=Nc3ccccc3C3=NC(Cc4ccccc4)C(=O)N23)n[nH]1 (centres undefined)
  15	-2	0	0	21	-0.3	5	5
C=CCC[C@H](Cc1ccc(F)cc1)C(=O)OC[C@@H](C)NC(=O)[C@H](CC=C)CC(=O)NCCO
  -6	-4	3	-2	-4	-0.5	-4	-3
COc1ccc(NC(=O)C2CCN(C(=O)Nc3ccc(C)cc3)CC2)cc1OC
  8	24	-4	10	3	2.3	-11	3
COCC(C)N=Cc1c(O)[nH]c2ccccc12 (centres undefined)
  -2	9	-1	11	-2	-1.7	18	6
CC(C)N(C(=O)[C@H]1CC(CC(=O)NCc2ccco2)C(=O)N2CCc3c([nH]c4ccccc34)[C@]12C)C(C)C (some centres undefined)
  -1	-7	1	12	14	-1.8	7	11
O=C(NCCc1ccccc1)/C(=C\c1ccc([N+](=O)[O-])cc1)NC(=O)c1ccccc1
  11	20	-4	6	-12	-1.5	9	-7

Part of the list above, field by field:
canonical_smiles: COc1ccc(NC(=O)C2CCN(C(=O)Nc3ccc(C)cc3)CC2)cc1OC
  Jurkat NFkB inh = 8	697 NFkB inh = 24	UPR XBP1 act = -4	TIM10 inh = 10	Mdm2 MdmX PPI = 3	CHOP UPR activ = 2.3	tim10-1 inh = -11	tim23-1 inh = 3
canonical_smiles: COCC(C)N=Cc1c(O)[nH]c2ccccc12 (centres undefined)
  Jurkat NFkB inh = -2	697 NFkB inh = 9	UPR XBP1 act = -1	TIM10 inh = 11	Mdm2 MdmX PPI = -2	CHOP UPR activ = -1.7	tim10-1 inh = 18	tim23-1 inh = 6

Whole records, quoted from the list. Order of values: Jurkat NFkB inh, 697 NFkB inh, UPR XBP1 act, TIM10 inh, Mdm2 MdmX PPI, CHOP UPR activ, tim10-1 inh, tim23-1 inh
Listed for `COc1cc(C(=O)NCC(c2cccnc2)N2CCN(c3ccc(F)cc3)CC2)cc(OC)c1OC` (centres undefined) → 6, 2, 1, 0, 17, -0.8, 10, 1
Listed for `Cc1cc(C)c2c(N)c(C(=O)NN3CC(=O)N(c4ccccc4)CC3=O)sc2n1` → 1, 11, 0, -5, 0, 2.6, -13, -3
Listed for `Cc1ccc(NC(=O)c2ccco2)c(NC(=O)c2ccccc2)c1` → 13, 13, -4, 1, -2, 2.4, 32, 23
Listed for `Cc1cc(NC(=O)Cn2ccsc2=N)c([N+](=O)[O-])cc1C` → 2, 13, 0, 9, -22, 0.9, -17, 8
Listed for `COc1ccc(Cl)cc1C(=O)NCC(c1ccco1)N1CCCC1` (centres undefined) → 1, 4, -1, -5, 13, -0.4, 11, 7
